D2 PAM – D2 dopamine receptor (human) potentiation; P14416; HEK293 T-REx D2, calcium flux, EC20 dopamine potentiation; potentiation, % at 10 µM; actives 0.34% (n = 340,000);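 active = potentiation over 3 SD above the plate norm, cut at about 30% in these data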; note: 0% is about no effect
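Potentiation of an EC20 dopamine calcium response measured kinetically over 180 s, after a preceding 180 s compound-only read flagging agonists. Cells: inducible Hek293 Trex D2 line, 4000/well, cultured overnight at 30 C before dye loading.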
TRHR enhancer – allosteric enhancers of human TRH receptor. TRHR cells, fluo-8 calcium fluorescence, EC20 TRH enhancement. actives 0.66% (n = 360,000). enhancement, % at 2 µM. AID 493056. P34981; in the data active = enhancement above about 30%; note: 0% is about no effect
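TRHR-expressing cells loaded with fluo-8 calcium dye were read kinetically (ex 480/em 530) during compound addition, then stimulated with an EC20 of TRH (10 nM final). Enhancement of the Gq-mediated intracellular calcium response was scored.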
D1 PAM – enhances dopamine response at the human D1 receptor. P21728. HEK293 TREx D1 cells, calcium flux, dopamine EC20 potentiation. potentiation, % at 10 µM. actives 0.036% (n = 360,000). AID 504651; in the data active = potentiation above about 30%; note: 0% is about no effect
D1 antagonist – blocks dopamine activation of the human D1 receptor. activity change, negative = inhibition, % at 10 µM. actives 3.2% (n = 360,000). P21728. HEK293 TREx D1 cells, calcium flux, dopamine EC80; hits give low values; in the data active = activity change below about -30%; note: % is set by controls: 0 for no effect and ±100 for the full control effect
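Inducible Hek293 Trex D1 cells (tetracycline, overnight, 30 C). Calcium dye 30–90 min RT. Antagonist mode: EC80 dopamine added after 180 s compound read.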
D1 ag – human D1 receptor agonism; P21728; HEK293 T-REx D1 cells, calcium flux, agonist mode; activation, % at 2 µM; actives 1% (n = 360,000); note: 0% is about no effect
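Inducible HEK293 T-REx D1 cells, force-coupled to calcium signalling, were plated at 4000 cells/well with tetracycline and held overnight at 30 C. After no-wash calcium dye loading, compound-evoked calcium rise over 180 s flagged agonists.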
RXFP1 antag – antagonists of human relaxin receptor RXFP1; Q9HBX9; HEK293-RXFP1, relaxin-stimulated cAMP HTRF, 30 min; hits give low values; activity change, negative = inhibition, % at 57.5 µM; actives 0.59% (n = 350,000); AID 1259400;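 active = activity change of -60% or lower, but not beyond a set lower limit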; note: % is set by controls: 0 for no effect and ±100 for the full control effect
Target sequence (Q9HBX9 whole entry, looked up): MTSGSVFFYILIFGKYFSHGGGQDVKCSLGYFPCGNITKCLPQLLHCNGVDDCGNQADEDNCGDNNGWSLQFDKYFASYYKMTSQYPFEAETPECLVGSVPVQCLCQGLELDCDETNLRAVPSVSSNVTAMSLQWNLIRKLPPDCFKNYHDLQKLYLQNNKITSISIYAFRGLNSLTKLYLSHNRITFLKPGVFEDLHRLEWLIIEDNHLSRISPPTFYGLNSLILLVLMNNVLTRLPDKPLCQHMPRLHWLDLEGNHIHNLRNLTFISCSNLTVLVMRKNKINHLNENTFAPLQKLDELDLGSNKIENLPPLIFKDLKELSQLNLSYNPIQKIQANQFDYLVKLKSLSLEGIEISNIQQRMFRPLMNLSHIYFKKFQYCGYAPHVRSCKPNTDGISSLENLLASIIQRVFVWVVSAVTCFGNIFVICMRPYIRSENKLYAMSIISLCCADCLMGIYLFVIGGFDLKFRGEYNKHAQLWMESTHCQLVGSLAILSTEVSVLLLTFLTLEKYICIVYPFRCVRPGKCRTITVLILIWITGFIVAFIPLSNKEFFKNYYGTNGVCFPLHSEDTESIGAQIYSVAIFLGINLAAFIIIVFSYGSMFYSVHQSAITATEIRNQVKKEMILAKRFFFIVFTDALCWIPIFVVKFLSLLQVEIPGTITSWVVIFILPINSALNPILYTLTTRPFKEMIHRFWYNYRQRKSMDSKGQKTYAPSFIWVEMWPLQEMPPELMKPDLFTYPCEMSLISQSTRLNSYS
D2 ag – activates the human D2 dopamine receptor. HEK293 T-REx D2 cells, calcium flux agonist mode. activation, % at 2 µM. actives 0.53% (n = 340,000). AID 485358;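 active = activation over 3 SD above normal in the single-dose calcium agonist read, cut at about 30% in these data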; note: 0% is about no effect
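Tetracycline-induced HEK293 Trex cells with D2 receptor force-coupled to calcium signaling, plated overnight at 30 C and loaded with no-wash calcium dye. Calcium flux read kinetically for 180 s after compound addition; responses flag agonists.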
TRHR ag – activates the human TRH receptor; actives 0.18% (n = 360,000); P34981; TRHR cells, calcium flux fluo-8, FDSS agonist mode; activation, % at 2 µM; note: 0% is about no effect
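Agonist-mode FDSS calcium read (Ex 480/Em 530, 1 s cycles) in 1536-well TRHR cells with fluo-8 dye, after 10-cycle baseline and 23 nL compound addition; TRH at EC20 (10 nM final) added afterwards for the enhancer phase.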
D2 antag – antagonizes the human D2 dopamine receptor | P14416 | HEK293 TREx D2 cells, calcium flux, dopamine EC80 | inhibition, % at 10 µM | actives 2% (n = 340,000) | AID 485344; in the data active = inhibition above about 30%; note: 0% is about no effect
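Calcium mobilization kinetics were recorded at 1 s intervals in tetracycline-induced HEK293 T-REx D2 cells, first for 180 s after compound addition and then 180 s after EC80 dopamine.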
Numbers without * were called inactive; nt = not tested or not shown; & = joins results of further samples. Cut-off read from the data, not from the text of the source, unless noted: active = activation above about 30%; inactive = the rest.

SMILES	D2 PAM	TRHR enhancer	D1 PAM	D1 antagonist	D1 ag	RXFP1 antag	D2 ag	TRHR ag	D2 antag
Cc1ccc2cc(CN(CCCN(C)C)C(=O)NCc3ccccc3)c(=O)[nH]c2c1C	-14	1	-4	3	1	1	0.2	0.6	-10
COc1ccccc1-n1nnnc1SCC(=O)Nc1ccccn1	-5	-2	-3	-9	5	16	-0.6	-1.3	3
COc1ccc(N2CCN(C(=O)CCNS(=O)(=O)c3ccc(C)cc3)CC2)cc1	7	1	3	1	2	-2	-1.0	0.6	12
CCC(=O)N1CCc2cc(Br)cc(S(=O)(=O)CCC(=O)N3CCN(c4cccc(C)c4)C(C)C3)c21 (centres undefined)	-3	-3	0	5	1	-16	nt	-0.5	nt
COc1ccccc1Cc1nc2ccccc2nc1SCC(=O)Nc1cccc(Cl)c1C	-14	3	-1	-20	2	12	0.0	-0.2	nt
Cn1c(=O)c2c(-c3ccccc3)n(CCCO)cc2n(C)c1=O	13	-1	-5	16	0	-19	-0.3	-0.4	nt
N#C/C(=C\c1cc(O)c(O)c(O)c1)C(N)=O	14	4	3	-1	10	2	-0.6	-3.2	13
CCCC(=O)N1CCN(c2nc(CC(C)C)c3c(c2C#N)CCC3)CC1	3	1	-3	1	2	-14	1.6	0.0	15
COc1ccc(-c2ncncc2-c2ccccc2)c(O)c1	0	-1	-2	-7	1	3	0.8	-0.4	0
Cc1cccc(C)c1NC(=O)COn1nnc2ccc(C(F)(F)F)cc21	8	3	1	3	3	-6	0.1	0.3	0
COc1ccc(CCN2CCCC(CN(C)Cc3cc(OC)ccc3OC)C2)cc1 (centres undefined)	7	-2	-8	-2	1	-6	nt	0.1	nt
CCc1ccc(OCC(=O)Nc2nnc(-c3ccco3)s2)cc1	-4	-1	-1	12	13	-4	0.4	0.1	-5
C/C=C/C(=O)OCc1csc(CC(=O)Nc2ccccc2C)n1	-11	21	-10	-6	2	8	0.3	0.1	1
Cc1ccc(CNC(=O)CCCCCn2c(=O)c3sccc3n(CC(=O)C(C)(C)C)c2=O)cc1	-5	-5	-1	-8	12	6	-0.4	-0.6	nt
CC(=O)NC1=NN(C(C)=O)C(c2cccs2)S1 (centres undefined)	26	-1	-4	5	0	0	0.6	0.3	-13
O=S(=O)(Cc1ccccc1)N1CCCCC1	4	-4	-1	-5	1	-3	0.8	-1.3	8
CCN(CC)C(=O)c1[nH]cnc1C(=O)N[C@@H](CC(C)C)C(=O)OCc1ccccc1	nt	0	-2	-4	3	nt	nt	-0.5	nt
O=C1CCC(C(=O)N2CCN(c3ccccc3Cl)CC2)CN1CC1CCCCC1 (centres undefined)	1	1	-6	-3	5	12	0.0	-0.3	-17
N#Cc1c(C(F)(F)F)cc(-c2ccco2)nc1SCc1ccccn1	10	-13	-8	-24	31*	25	-0.2	13	6
Cc1nnc(SC(C)C(=O)NC2CCCc3ccccc32)n1-c1ccccc1 (centres undefined)	9	-1	-1	-1	2	-6	-0.4	-0.5	-3

Full records from above.
CC(=O)NC1=NN(C(C)=O)C(c2cccs2)S1 (centres undefined) is listed with D2 PAM: 26; TRHR enhancer: -1; D1 PAM: -4; D1 antagonist: 5; D1 ag: 0; RXFP1 antag: 0; D2 ag: 0.6; TRHR ag: 0.3; D2 antag: -13
O=S(=O)(Cc1ccccc1)N1CCCCC1 is listed with D2 PAM: 4; TRHR enhancer: -4; D1 PAM: -1; D1 antagonist: -5; D1 ag: 1; RXFP1 antag: -3; D2 ag: 0.8; TRHR ag: -1.3; D2 antag: 8

Continuation.
SMILES	D2 PAM	TRHR enhancer	D1 PAM	D1 antagonist	D1 ag	RXFP1 antag	D2 ag	TRHR ag	D2 antag
O=C(NCCc1c[nH]c2ccccc12)C(=O)NCC1OCCCN1S(=O)(=O)c1ccc(F)cc1 (centres undefined)	-2	-5	-4	-12	0	-22	14	0.1	3
O=C(CSc1ccc2ccccc2c1)Nc1nc2ccccc2[nH]1	9	3	-1	-2	4	-10	nt	-0.7	nt
O=C(NCC1OCCc2ccccc21)C1COc2ccccc2O1 (centres undefined)	-4	1	0	3	3	-4	-0.6	-2.2	-11
COc1ccc(CN(C2CCCC2)S(=O)(=O)c2ccc(-n3cnnn3)c(OC)c2)cc1OC	-2	17	-8	-9	4	6	1.0	-0.2	2
CCCCC(O)(CCCC)C(=O)NN(C(=O)CCl)c1ccccc1	-1	3	-1	5	0	2	2.1	1.2	-20
Cc1ccn2c(C(=O)NNC(=O)Nc3ccc(Cl)cc3)c(C)nc2c1	6	2	-2	-11	2	0	0.4	-0.7	3
Cc1ccccc1S(=O)(=O)c1cc2ccccc2nc1N	-6	0	-4	nt	2	-5	-0.5	0.3	22
COc1ccc(C(=O)Nc2c(N)nc(SCC(=O)Nc3ccc(NC(C)=O)cc3)[nH]c2=O)cc1	9	2	2	9	4	-2	0.3	1.3	-7
CCN(CC)CCN(C(=O)C1=COCCO1)c1nc2c(OC)ccc(OC)c2s1	nt	-3	1	-25	3	-21	nt	0.0	nt
O=S(=O)(Nc1cccc(C(F)(F)F)c1)c1cccnc1	0	1	2	-7	3	-1	-0.3	0.2	4
O=C(Nc1ccc(-n2cnnn2)cc1)C1CCCN1C(=O)Nc1ccc(Br)cc1 (centres undefined)	0	0	nt	-8	2	-2	-2.5	1.1	11
CCOc1ccccc1NC(=O)c1nc(S(=O)(=O)Cc2ccccc2)ncc1Cl	10	-9	-1	-18	1	-23	-0.3	1.3	21
O=S(=O)(c1ccc2nnn(OCc3ccccc3)c2c1)N1CCOCC1	15	6	-6	12	-2	-9	0.1	-0.9	-23
CCC[N+]1(CC#CCC(c2ccccc2)c2ccccc2)CCCCC1	-2	3	1	3	3	2	-1.2	-0.4	17
COc1ccc(NC(=O)c2nn(C)c(C(=O)Nc3ccc(OC)cc3)c2[N+](=O)[O-])cc1	0	0	-1	2	9	5	0.3	0.8	3
O=C(O)Cc1ccc(NC(=S)Nc2cccc(Cl)c2Cl)cc1	-5	0	-3	-1	-1	-7	0.3	-0.2	-1
O=C(NCCc1ccccc1)/C(=N\O)c1ccccc1	5	-3	3	9	1	-7	-0.3	-0.4	-2
COc1ccc(CNC(=O)CCc2c(C)nc3ncnn3c2C)cc1	-6	-1	9	3	-1	-12	-0.2	-0.6	6
O=C(NCc1ccncc1)c1ccc(NS(=O)(=O)c2ccc(F)cc2)cc1	nt	10	-4	-18	2	2	nt	0.4	nt
CCN(CC(=O)NC1CCS(=O)(=O)C1)S(=O)(=O)c1cccc(C(C)=O)c1 (centres undefined)	5	-1	10	2	0	0	0.2	0.3	-1
N#C/C(=C\c1cccs1)C(=O)Nc1nccs1	-3	10	-6	-14	1	-24	-1.0	0.6	-23
O=[N+]([O-])c1ccc(CNc2cccc(Cl)c2)s1	-3	-7	2	-7	3	-6	1.4	-0.6	3
O=C(CSc1nnc(-c2ccccc2)o1)N1CCCC1	0	2	8	-9	3	9	-0.3	1.1	-1
COc1ccccc1N=CC1=C(O)CC(c2ccccc2)CC1=O (centres undefined)	4	-15	-5	-9	2	-31	-0.5	-0.4	-18
CC(C)c1cc(CNC(=O)C2CCC(=O)N(CCc3ccc(Cl)cc3)C2)on1 (centres undefined)	-11	-10	1	-1	0	-3	0.0	-1.4	-2
Cc1cc(NC(=O)c2cc(-c3ccco3)on2)nn1Cc1ccc(Cl)cc1	-19	11	0	5	5	-19	32*	1.3	-4
CCOc1ccc(NS(=O)(=O)c2ccc(C(=O)NCCCN3CCCC3=O)cc2)cc1	-4	-3	-3	10	4	-7	-1.1	-1.2	-2
Cc1cc(C)cc(-n2ccnc(NCCc3ccccc3)c2=O)c1	-1	0	3	-10	1	nt	-0.4	0.0	nt
CCOC(=O)c1ccc(NS(=O)(=O)c2ccc(SC)cc2)cc1	2	7	8	1	7	-25	0.3	-1.3	-7
CCOc1ccc(-c2oc3cc(Cl)ccc3c(=O)c2O)cc1OC	-14	-11	-1	20	96*	nt	15	78*	nt
CCNS(=O)(=O)c1ccc2c(c1)n(C)c(=O)n2C	2	-2	4	66	4	21	0.3	0.4	5
Cc1ccc(C(=O)Nc2nc3nc(-c4ccccc4)cc(=O)n3[nH]2)cc1	3&7	13&3	-2&8	9&10	0&-1	-12&-3	-0.5&0.5	1.0&0.1	-17
O=C(CCCn1c(SCc2cc(=O)n3cc(Cl)ccc3n2)nc2ccccc2c1=O)NCC1CCCO1 (centres undefined)	13	26	1	5	0	0	-0.4	-0.8	-17
CCOC(=O)C1=C(C)NC2=C(C(=O)CCC2)C1c1cc(OC)ccc1OC (centres undefined)	-5	-3	-6	7	4	12	0.9	-0.4	-3
CCOC(=O)N/N=C/c1ccc(OC)c(O)c1	24	3	8	-3	-3	-4	-1.5	-0.5	-4
Cc1nc(COc2cccc(Cl)c2)sc1C(=O)/C=C/N(C)C	14	-14	-2	-2	5	-1	0.3	-0.2	7
O=C(CSc1nnc2c(n1)[nH]c1ccccc12)Nc1ccc2c(c1)OCO2	6	1	1	15	-2	37	2.5	-0.9	15
COC(=O)c1ccc(C(=O)N2CCCC(Nc3ccc(C(C)C)cc3)C2)cc1 (centres undefined)	4	9	0	11	2	-22	0.0	-0.1	6
Cc1ccc(S(=O)(=O)N2CCN(c3c([N+](=O)[O-])cc(C(F)(F)F)cc3[N+](=O)[O-])CC2)cc1	-3	6	-4	0	1	17	-0.2	-0.1	0
CCc1noc(C)c1C(=O)N1CCC(CCC(=O)Nc2cccc(OC)c2)CC1	5	5	5	11	4	3	-0.8	0.0	12

By substructure, those above containing a nitro group on carbon (three)
SMILES	D2 PAM	TRHR enhancer	D1 PAM	D1 antagonist	D1 ag	RXFP1 antag	D2 ag	TRHR ag	D2 antag
COc1ccc(NC(=O)c2nn(C)c(C(=O)Nc3ccc(OC)cc3)c2[N+](=O)[O-])cc1	0	0	-1	2	9	5	0.3	0.8	3
O=[N+]([O-])c1ccc(CNc2cccc(Cl)c2)s1	-3	-7	2	-7	3	-6	1.4	-0.6	3
Cc1ccc(S(=O)(=O)N2CCN(c3c([N+](=O)[O-])cc(C(F)(F)F)cc3[N+](=O)[O-])CC2)cc1	-3	6	-4	0	1	17	-0.2	-0.1	0

(cont.)
SMILES	D2 PAM	TRHR enhancer	D1 PAM	D1 antagonist	D1 ag	RXFP1 antag	D2 ag	TRHR ag	D2 antag
CCCCC12CN3CC(C)(CN(C1)C3c1c[nH]c3ccccc13)C2=O (centres undefined)	3	1	1	0	-2	-33	4.8	5.3	nt
Cc1ccc(CSc2nnc(-c3ccc4c(c3)OCO4)o2)cc1	-11	-4	-2	3	5	-8	0.9	1.5	0
CCOC(=O)n1cc(-c2cnc(CNC(=O)C(C)(c3ccccc3)c3ccccc3)o2)c2ccccc21	-2	-8	-5	2	4	nt	0.6	0.8	17
Cc1ccc(C(=O)COC(=O)CNC(=O)c2ccc(N3C(=O)c4ccccc4C3=O)cc2)cc1C	0	-2	-8	-7	6	-9	0.1	0.1	6
CCN(CC)C(=O)COc1cccc2ccccc12	4	-8	-6	-7	1	0	-0.7	-1.6	-5
COc1ccc(Cl)cc1NCc1nnc2n1CCCCC2	1	-2	-2	-2	3	nt	-1.4	-0.4	nt
O=C(c1cnn(-c2ccccc2)c1)c1ccc2ccccc2c1O	10	12	10	-32*	5	10	-0.5	-0.4	-26

Source: PubChem BioAssay (National Center for Advancing Translational Sciences (NCATS))
